# Screening results: PubChem, National Center for Advancing Translational Sciences (NCATS)
# rTrxR1 inhibitor – rat TrxR1 inhibition; recombinant rTrxR1, NADPH fluorescence consumption, selenite substrate; Potency, µM (doses to about 114 µM), for inactives: top-dose activity change, negative = inhibition, hits mostly inhibitors; 1% of 390,000 active; AID 588453; note: potency is the fitted concentration of half-maximal effect; % is set by controls: 0 for no effect and ±100 for the full control effect; nearly all actives have a fitted effect of over 65% in size
#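 Rat TrxR1 (90 nM in the dispensed reagent) was pre-reduced with 400 uM NADPH for 5 min at room temperature, then incubated with compound for 15 min. After 400 uM selenite was added, NADPH fluorescence (Ex 340/Em 450 nm) was followed for 8 min.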
# USP1-UAF1 inh – inhibitors of human USP1/UAF1 deubiquitinase | O94782 | 0.23% of 390,000 active | recombinant USP1/UAF1, Ub-Rhodamine cleavage fluorescence | Potency, µM (series often up to 57.1 µM), without a hit: at the highest dose activity change, negative = inhibition, most hits filed as inhibitors; note: potency is the fitted concentration of half-maximal effect; % is set by controls: 0 for no effect and ±100 for the full control effect; nearly all actives have a fitted effect of over 60% in size; inactives centre near -12
#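 1 nM enzyme complex + cpd, 15 min RT; start with Ub-Rho 150nM final; kinetic fluorescence ex 480/em 540, 6 reads q60 s. Buffer 50mM HEPES pH 7.8, 0.5mM EDTA, 0.1 mg/ml BSA, 1mM TCEP, 0.01% Tween-20.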
# D2 agonist – activates the human D2 dopamine receptor. AID 485358. 0.53% of 340,000 active. HEK293 T-REx D2 cells, calcium flux agonist mode. activation, % at 2 µM;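 active = activation over 3 SD above normal in the single-dose calcium agonist read, cut at about 30% in these data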; note: 0% is about no effect
#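 Tetracycline-induced HEK293 Trex cells with D2 receptor force-coupled to calcium signaling, plated overnight at 30 C and loaded with no-wash calcium dye. Calcium flux read kinetically for 180 s after compound addition; responses flag agonists.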
# TRHR agonist – agonists of human TRH receptor; P34981; TRHR cells, calcium flux fluo-8, FDSS agonist mode; activation, % at 2 µM; 0.18% of 360,000 active; in the data active = activation above about 30%; note: 0% is about no effect
# Target sequence (P34981 whole entry, looked up): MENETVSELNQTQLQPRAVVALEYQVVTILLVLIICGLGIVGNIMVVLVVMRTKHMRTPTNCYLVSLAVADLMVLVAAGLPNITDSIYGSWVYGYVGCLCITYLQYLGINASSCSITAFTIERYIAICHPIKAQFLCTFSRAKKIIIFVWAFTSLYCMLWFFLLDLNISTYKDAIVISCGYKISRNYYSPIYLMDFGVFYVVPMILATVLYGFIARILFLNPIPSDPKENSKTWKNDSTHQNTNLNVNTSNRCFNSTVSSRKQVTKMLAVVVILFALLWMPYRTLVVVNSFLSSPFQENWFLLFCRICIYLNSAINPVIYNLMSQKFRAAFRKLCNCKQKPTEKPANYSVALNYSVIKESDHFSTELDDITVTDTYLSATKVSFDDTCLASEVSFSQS
#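 In this calcium-flux screen, cells bearing human TRHR are dye-loaded with fluo-8, baselined for 10 cycles, then exposed to library compounds; positive kinetic calcium responses during the agonist phase mark hits, with TRH as control.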
# TRHR PAM – TRH receptor (human) allosteric enhancement; enhancement, % at 2 µM; P34981; 0.66% of 360,000 active; TRHR cells, fluo-8 calcium fluorescence, EC20 TRH enhancement; in the data active = enhancement above about 30%; note: 0% is about no effect
#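 Enhancer read-out: after compound pinning and an initial kinetic agonist-mode read, an EC20 of TRH (10 nM final) was injected and fluo-8 calcium signal (Ex 480/Em 530) followed at 1 s/cycle for 100 cycles in TRHR-expressing cells.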
# TrxR1 substrate – substrates of rat thioredoxin reductase 1. O89049. purified TrxR1 substrate turnover, NADPH consumption readout. Potency, µM (series often up to 114 µM), inactives show top-dose activity change, negative = substrate turnover. 0.01% of 390,000 active; note: potency is the fitted concentration of half-maximal effect; % is set by controls: 0 for no effect and ±100 for the full control effect; nearly all actives have a fitted effect of over 50% in size
#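 Rat TrxR1, dispensed at 90 nM, was prereduced with 400 uM NADPH (final) for 5 min at ~22 deg C, then incubated with compound 15 min before 400 uM selenite. A first-read NADPH fluorescence drop versus no-compound background flagged substrates.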
# mIDH1 inhibitor – blocks human mutant IDH1 R132H enzyme. IDH1-R132H enzyme, NADPH consumption, diaphorase/resazurin fluorescence. Potency, µM (doses to about 76.6 µM), for the others: at the top dose activity change, negative = inhibition, usual class: inhibitors. 0.093% of 390,000 active. AID 602179; note: potency is the fitted concentration of half-maximal effect; % is set by controls: 0 for no effect and ±100 for the full control effect; nearly all actives have a fitted effect of over 65% in size
# Target sequence (O75874 whole entry R132H, stated change not applied): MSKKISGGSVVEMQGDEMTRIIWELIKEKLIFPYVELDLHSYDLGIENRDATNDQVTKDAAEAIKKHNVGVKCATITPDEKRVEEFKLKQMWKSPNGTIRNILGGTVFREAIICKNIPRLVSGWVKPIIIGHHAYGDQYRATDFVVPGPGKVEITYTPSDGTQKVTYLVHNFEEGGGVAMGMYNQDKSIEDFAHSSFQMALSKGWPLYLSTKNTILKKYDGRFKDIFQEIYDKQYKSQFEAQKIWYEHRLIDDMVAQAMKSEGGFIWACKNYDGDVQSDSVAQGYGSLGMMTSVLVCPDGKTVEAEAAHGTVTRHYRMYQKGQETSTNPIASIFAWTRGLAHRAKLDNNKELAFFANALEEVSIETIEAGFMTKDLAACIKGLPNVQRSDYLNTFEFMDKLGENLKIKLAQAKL
#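 IDH1-R132H (0.5 ug/mL dispensed) in pH 7.5 Tris buffer was preincubated 30 min with compound, then given a substrate mix of 0.016 mM NADPH and 2 mM alpha-KG for 80 min at room temperature; remaining NADPH was read by diaphorase/resazurin fluorescence.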
# D2 antagonist – antagonists of human D2 dopamine receptor; P14416; HEK293 TREx D2 cells, calcium flux, dopamine EC80; inhibition, % at 10 µM; 2% of 340,000 active; AID 485344; in the data active = inhibition above about 30%; note: 0% is about no effect
#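 In this primary screen, negative modulation is detected by tracking calcium flux after an EC80 dopamine challenge in inducible HEK293 T-REx D2 cells preexposed to test compound for 180 s.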
# Pin1 inhibitor – blocks the human prolyl isomerase Pin1. Potency, µM (highest dose often 115 µM), inactives show top-dose activity, negative = inhibition, usual class: inhibitors. 0.009% of 390,000 active. Q13526. AID 504891. Pin1 FP peptide displacement, HiFluor488, 10 min; active = well fitted inhibition curve with a large enough effect in the polarisation, with a control signal flat, not every such curve was filed as active; inconclusive = small, poorly fitted or top-dose-only effect, or effect the other way, or a change in a side signal; inactive = no such curve, though single readings can be large or run the other way; the % refers to the polarisation; note: potency is the fitted concentration of half-maximal effect; % is set by controls: 0 for no effect and ±100 for the full control effect
# Target sequence (Q13526 whole entry, looked up): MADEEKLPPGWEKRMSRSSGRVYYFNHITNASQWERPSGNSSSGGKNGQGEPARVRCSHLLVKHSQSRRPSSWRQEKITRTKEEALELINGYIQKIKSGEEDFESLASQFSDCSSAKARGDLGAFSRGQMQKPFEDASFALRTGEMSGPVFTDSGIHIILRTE
# * hit, by the source's call; ? = inconclusive; . = no result given; [ ] = dose if it differs, or a comment. Unless noted, calls come from the whole dose curve; as a rule, active = well fitted inhibition curve with a large enough effect; inconclusive = small, poorly fitted or top-dose-only effect; inactive = no such curve, though single readings can be large or run the other way. Only part of the results is shown, so the mix of outcomes need not match the whole.
SMILES,rTrxR1 inhibitor,USP1-UAF1 inh,D2 agonist,TRHR agonist,TRHR PAM,TrxR1 substrate,mIDH1 inhibitor,D2 antagonist,Pin1 inhibitor
Nc1nc(Nc2cccc(C(F)(F)F)c2)sc1C(=O)c1ccccc1,14%[57.1 µM],-3%,0.7,1.0,7,-1%[57.1 µM],-6%,.,6%
Cc1cc(C)cc(-n2ncc3c2CCCC3NC(=O)CN2CCCCC2=O)c1 (stereo not given),14%,-6%,.,.,.,5%,-5%,.,4%
CNC(=S)N1CCc2cc(OC)c(OC)cc2C1,-3%[11.4 µM],2%,0.8,0.0,-3,-3%[11.4 µM],10%,6,-11%
O=[N+]([O-])c1cc([N+](=O)[O-])c(Oc2cccnc2Br)cc1NN1CCCCC1,-10%[57.1 µM],-3%,-0.4,-0.7,4,0%[57.1 µM],-10%,35*,2%
Cc1cc(C)n(Cc2ccc(NC(=O)c3ccc(COc4ccccc4Br)cc3)cc2)n1,29%,-15%,.,.,.,3%,3%,.,1%
Cc1cccc(C)c1NC(=O)c1ccc(-n2cncn2)nc1,-4%,-21%,-0.2,1.0,1,3%,2%,5,-2%
O=c1c2ccccc2cnn1Cc1n[nH]c(=S)n1-c1ccc(F)cc1,-7%[57.1 µM],-8%,-0.2,0.5,4,7%[57.1 µM],20%,7,1%
Cc1cc(C)nc(N2CCC(C(=O)NNC(=O)c3ccc(Cl)cc3)CC2)n1,-15%,-8%,0.5,0.2,2,-12%,-13%,-18,4%
CCOCCCn1c(SCC(=O)NC(C)(C)C)nc2ccccc2c1=O,-2%,4%,0.8,-0.2,4,-5%,-1%,6,-5%
CCC1CCCCN1C(=O)c1nn2cccnc2c1Cl (stereo not given),5%[57.1 µM],-1%,0.0,-0.3,0,5%[57.1 µM],3%,17,1%

# Quoted at random: two compounds from above, in no set order.
SMILES,rTrxR1 inhibitor,USP1-UAF1 inh,D2 agonist,TRHR agonist,TRHR PAM,TrxR1 substrate,mIDH1 inhibitor,D2 antagonist,Pin1 inhibitor
Cc1cc(C)n(Cc2ccc(NC(=O)c3ccc(COc4ccccc4Br)cc3)cc2)n1,29%,-15%,.,.,.,3%,3%,.,1%
O=c1c2ccccc2cnn1Cc1n[nH]c(=S)n1-c1ccc(F)cc1,-7%[57.1 µM],-8%,-0.2,0.5,4,7%[57.1 µM],20%,7,1%

# (cont.)
SMILES,rTrxR1 inhibitor,USP1-UAF1 inh,D2 agonist,TRHR agonist,TRHR PAM,TrxR1 substrate,mIDH1 inhibitor,D2 antagonist,Pin1 inhibitor
CC1CCCCN1c1nnc(NC(=O)c2cc(-c3ccc(Br)cc3)on2)s1 (stereo not given),23%[57.1 µM],-18%,-0.4,-0.3,5,0%[57.1 µM],15%,-15,22%
NC(=O)COC(=O)Cc1coc2cc3c(cc12)CCC3,23%[57.1 µM],-16%,0.2,-0.9,5,1%[57.1 µM],5%,-3,2%
O=C(COC(=O)c1ccccc1)Nc1cccc(S(=O)(=O)NC2=NCCCCC2)c1,-8%,-18%,0.1,-0.6,2,-7%,3%,2,0%
Cc1ccnc(N2C(=O)c3cccc4c([N+](=O)[O-])ccc(c34)C2=O)c1,?,-16%,2.2,2.4,7,3%[57.1 µM],17%,6,?
CC1CN(C(=O)C2CC2)C(C)CN1C(=O)C1CC1 (stereo not given),10%,-2%,-1.9,-1.0,4,-1%,2%,-6,0%
CC(=O)C1=C(O)C(=O)N(c2ccccn2)C1c1ccccc1[N+](=O)[O-] (stereo not given),-7%,-13%,-1.3,-0.4,3,-13%,7%,-21,-6%
CCC1(CC)NC(=O)N(CC(=O)OCC(=O)Nc2sccc2C#N)C1=O,16%,-13%,0.4,1.2,2,11%,1%,-6,1%
CCOc1ccc(NC(=S)NC(C)CCc2ccccc2)cc1 (stereo not given),9%[11.4 µM],-11%,7.0,-0.4,-2,9%[57.1 µM],25%,4,2%
CCCCNC(=O)CCC(=O)Nc1ncc(-c2ccc(C)cc2)n1C,13%,-27%,-0.4,0.3,-2,0%,-2%,-7,?
CC1=NN(c2ccc(C(=O)OC(C)C)cc2)C(=O)/C1=C\C=C\c1ccco1,-3%,-15%,-0.2,-1.2,1,-3%,-1%,5,?

# Whole records, looked up by structure:
# CCC1(CC)NC(=O)N(CC(=O)OCC(=O)Nc2sccc2C#N)C1=O across the screens: rTrxR1 inhibitor: 16%; USP1-UAF1 inh: -13%; D2 agonist: 0.4; TRHR agonist: 1.2; TRHR PAM: 2; TrxR1 substrate: 11%; mIDH1 inhibitor: 1%; D2 antagonist: -6; Pin1 inhibitor: 1%
# NC(=O)COC(=O)Cc1coc2cc3c(cc12)CCC3 across the screens: rTrxR1 inhibitor: 23%[57.1 µM]; USP1-UAF1 inh: -16%; D2 agonist: 0.2; TRHR agonist: -0.9; TRHR PAM: 5; TrxR1 substrate: 1%[57.1 µM]; mIDH1 inhibitor: 5%; D2 antagonist: -3; Pin1 inhibitor: 2%

# Copied from the list.
# In mIDH1 inhibitor, NC(=O)COC(=O)Cc1coc2cc3c(cc12)CCC3 shows 5%
# In D2 antagonist, Cc1ccnc(N2C(=O)c3cccc4c([N+](=O)[O-])ccc(c34)C2=O)c1 shows 6

# Later entries.
SMILES,rTrxR1 inhibitor,USP1-UAF1 inh,D2 agonist,TRHR agonist,TRHR PAM,TrxR1 substrate,mIDH1 inhibitor,D2 antagonist,Pin1 inhibitor
Cc1[nH]n(-c2ccccc2)c(=O)c1N=Nc1c(Cl)cccc1Cl,9%,-9%,2.1,0.1,6,-1%,16%,-9,-1%
CCOc1cc(C(=O)OCC(=O)Nc2cc(C)on2)cc(OCC)c1OCC,34%,-11%,0.2,1.1,-11,8%,0%,23,1%
CCN(c1ccccc1)S(=O)(=O)c1ccc2c(c1)N(C(C)=O)CCO2,7%,-18%,-0.4,-0.3,1,4%,5%,-11,-2%
COc1cc(C=O)ccc1OS(=O)(=O)c1ccc(NC(C)=O)cc1,0%,-14%,-0.1,-0.5,5,1%,2%,-3,-11%
CC(=O)C1C(c2ccc([N+](=O)[O-])cc2)C2C(C)=NN=C2CC1(C)O (stereo not given),1%[57.1 µM],8%,-0.9,0.0,-5,4%[57.1 µM],-3%,0,3%
COc1ccc(-c2nc(CSCC(=O)N3CCN(C)CC3)c(C)o2)cc1OC,19%,-15%,1.0,0.1,-2,20%,0%,40*,0%
Cc1ccc(OCC(=O)Nc2sc3c(c2C#N)CCC3)cc1C,32%[57.1 µM],3%,0.3,1.6,0,3%[57.1 µM],-11%,8,29%
CCC1=NN2C(=N)/C(=C/c3c(C)nn(-c4ccccc4)c3Cl)C(=O)N=C2S1,?,-9%,0.8,-0.6,-3,-8%,-2%,0,2%
COc1ccc(CCN(C)CCc2ccc(OC)c(OC)c2)cc1OC,15%[57.1 µM],17%,.,.,.,12%[57.1 µM],3%,.,-3%
Cc1nc(SCc2ccc(C(=O)O)cc2)c2c(C)c(C)sc2n1,-2%,-15%,0.8,0.2,8,-1%,-12%,5,4%
CCOC(=O)c1c(NC(=O)c2cccnc2Cl)sc(C(=O)N(C)C)c1C,-8%,5%,3.4,0.4,5,-9%,-5%,-18,6%
C=CCn1c(SCC(N)=O)nc2sc3c(c2c1=O)CCC3,-24%[57.1 µM],3%,0.7,-0.1,15,-8%[57.1 µM],-4%,-9,3%
COc1ccc(NC(=O)Cn2nnc(C(=O)Nc3ccc(C)c(F)c3)c2N)cc1Cl,15%,-18%,0.4,0.5,-6,-3%,-1%,.,5%
O=C(c1cc2ccccc2cc1O)N1CCN(c2ccccc2O)CC1,-5%[57.1 µM],-8%,0.6,0.1,3,-4%[57.1 µM],-1%,-18,?
O=C(CSCc1ccc(F)cc1)NCc1ccc2c(c1)OCO2,25%[57.1 µM],-15%,0.1,-0.8,0,6%[57.1 µM],6%,-2,-1%
O=C(CSc1nc(C(F)(F)F)cc(=O)[nH]1)Nc1nccs1,0%,2%,0.1,-0.2,-4,-7%,3%,15,-7%
CCOc1ccccc1NC(=O)COC(=O)C1CCC(=O)N1 (stereo not given),23%,0%,.,.,.,2%,-2%,.,-7%
N#Cc1ccc(OCC(=O)OCCCOC(=O)COc2ccc(C#N)cc2)cc1,2%,-5%,0.2,-0.1,-11,-8%,0%,-5,-3%
CC12CN3CC(C)(CN(C1)C3c1ccc3c(c1)OCO3)C2 (stereo not given),17%,-23%,-0.1,-0.6,-1,?,0%,13,0%
CCn1ncc(CNC(=O)C2(C)CC2(Cl)Cl)c1C (stereo not given),10%,1%,-2.6,-1.4,5,-1%,0%,3,-9%
CCCn1ncc([C@@H]2C[C@H]3CN(Cc4cccc(Cl)c4)C(=O)[C@]34CCCN24)c1C,-14%,-9%,0.9,-1.6,-5,0%,0%,-14,22%
Cn1c(NCC(O)c2ccccc2)nc2c1c(=O)n(Cc1ccc(Cl)cc1)c(=O)n2C (stereo not given),9%[57.1 µM],-22%,0.4,0.6,-3,-8%[57.1 µM],1%,-13,1%
CC(NC(=O)COc1ccccc1)C(c1cccs1)N1CCCC1 (stereo not given),23%[57.1 µM],-9%,1.0,-1.5,27,10%[57.1 µM],0%,-3,2%
COc1ccccc1/C=C(/C(=O)OCC(=O)Nc1cc(C)ccc1C)c1ccccc1,16%,?,0.5,0.9,-5,0%,8%,-16,3%
OCC1(CCOc2ccccc2)CCN(CC2=Cc3cc(Cl)ccc3OC2)CC1,11%,-19%,1.6,3.1,10,-4%,10%,-49,22%
Cn1cc(S(=O)(=O)NC2CCCCCC2)c(=O)n(C)c1=O,6%,-15%,0.2,-0.5,-1,0%,2%,0,4%
CCN(C(=O)c1ccc(S(=O)(=O)N2CCCCC2)cc1)C1CCS(=O)(=O)C1 (stereo not given),6%,-6%,1.6,0.5,8,2%,5%,-6,0%
O=C(NC1CCCCC1)c1ccc(CSc2nc3ccncc3n2Cc2cccc(F)c2)cc1,30%,-13%,-0.5,-0.5,9,2%,-6%,.,13%
